M1 antagonist: blocks the rat M1 muscarinic receptor response to acetylcholine | CHO-M1 cells, Fluo-4 calcium, ACh EC80 antagonist mode; hits give low values | B-score at 10 µM | actives 3.4% (n = 64,000) | AID 628;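 active = calcium fluorescence response, raw or row-and-column corrected B-score, differing from the plate sample mean either way at a set confidence level, mostly lower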
Target sequence (P08482 whole entry, looked up): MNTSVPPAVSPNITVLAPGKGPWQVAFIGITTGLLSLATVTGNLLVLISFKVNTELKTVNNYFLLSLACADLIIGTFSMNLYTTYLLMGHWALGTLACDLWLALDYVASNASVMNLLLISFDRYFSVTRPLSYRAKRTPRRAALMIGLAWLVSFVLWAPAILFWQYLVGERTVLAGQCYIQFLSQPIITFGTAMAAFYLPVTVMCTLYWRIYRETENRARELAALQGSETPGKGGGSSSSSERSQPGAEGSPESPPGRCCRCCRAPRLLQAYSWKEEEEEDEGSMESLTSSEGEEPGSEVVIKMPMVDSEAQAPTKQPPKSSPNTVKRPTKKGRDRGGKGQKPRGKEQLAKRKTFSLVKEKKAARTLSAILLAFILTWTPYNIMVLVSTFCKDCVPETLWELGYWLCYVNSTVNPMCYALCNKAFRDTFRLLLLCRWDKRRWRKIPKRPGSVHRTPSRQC
S1P3 ag: activates the human S1P3 receptor. Q99500. S1P3 NFAT-BLA reporter cells, agonism, FRET ratio; relative to 1 µM S1P, basal subtracted. activation, % at 4.5 µM. actives 0.1% (n = 60,000). AID 373;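 active = activation above the screen-wide mean plus 3 SD, cut at about 4.5% in these data, passing the limit was not always enough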; note: some compounds called inactive have numbers as strong as hits
Target sequence (Q99500 whole entry, looked up): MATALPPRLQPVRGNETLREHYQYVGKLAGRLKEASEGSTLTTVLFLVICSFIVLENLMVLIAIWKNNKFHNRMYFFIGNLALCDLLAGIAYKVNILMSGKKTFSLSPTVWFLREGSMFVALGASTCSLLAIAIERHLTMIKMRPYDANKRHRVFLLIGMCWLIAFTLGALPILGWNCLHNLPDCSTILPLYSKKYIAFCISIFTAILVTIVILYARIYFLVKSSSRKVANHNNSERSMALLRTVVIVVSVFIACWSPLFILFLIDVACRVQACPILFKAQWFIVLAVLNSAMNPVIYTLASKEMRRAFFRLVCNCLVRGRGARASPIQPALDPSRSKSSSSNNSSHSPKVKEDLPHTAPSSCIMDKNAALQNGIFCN
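Benchmarks: high control 1 µM S1P / System: stable CHO line with human S1P3, Gα16, NFAT-BLA reporter / Dosing: single compound concentration, 4.5 µM final / Timing: 4 h compound at 37 °C, 2 h substrate at RT / Measured by: FRET β-lactamase substrate fluorescence, excitation 405 nm, 460/535 nm emission ratio, background-subtracted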
5HT1E antag: blocks the human 5-HT1E serotonin receptor; actives 0.99% (n = 65,000); CHO 5-HT1E Ga15 NFAT-bla reporter, FRET, antagonist; inhibition, % at 6 µM; AID 571; P28566;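 active = inhibition above a set limit, the mean inhibition across every tested compound plus 3 SD, cut at about 29% in these data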;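 note: signal is the 460 over 535 nm emission ratio of beta-lactamase substrate; 0% = agonist plus DMSO wells and 100% = wells without agonist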
HTR1E agonist: agonists of human 5-HT1E serotonin receptor; P28566; CHO 5-HT1E Ga15 NFAT-bla reporter, FRET; 0% DMSO wells, 100% control agonist wells; activation, % at 6 µM; actives 0.69% (n = 65,000);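 active = activation above a set limit, the screen-wide mean activation plus 3 SD, cut at about 8.5% in these data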;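 note: 100% = positive control agonist at 1 µM giving full maximal response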
M1 agonist: activates the M1 muscarinic receptor. actives 3% (n = 64,000). B-score at 10 µM. CHO-M1 cells, Fluo-4 calcium fluorescence, agonist mode; hits give high values;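 active = fluorescence rise, raw or as B-score row- and column-corrected plate score, outside the 99.7% band of its plate's samples, either direction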
5HT1a antag: blocks the human serotonin 5-HT1a receptor | P08908 | CHO 5-HT1a Ga15 NFAT-bla reporter, antagonist mode | inhibition, % at 10 µM | actives 0.68% (n = 62,000);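 active = inhibition above the mean of all tested compounds plus 3 SD, cut at about 43% in these data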;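 note: receptor stimulated by 5-CT agonist at 100 nM near EC80; beta-lactamase reporter measured by ratiometric fluorescence of a cleavable substrate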
5HT1a ag: agonists of human 5-HT1a serotonin receptor. AID 567. CHO 5-HT1a Ga15 NFAT-bla reporter, FRET ratio; 0% basal, 100% maximal reference agonist. P08908. actives 0.56% (n = 65,000). activation, % at 10 µM;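 active = activation above the screen-wide mean activation plus 3 SD, cut at about 19% in these data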;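 note: 0% = DMSO wells and 100% = 5-CT at EC100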
Jurkat viability: cytotoxicity toward Jurkat cells; Jurkat E6.1 viability, ATP luminescence, 48 h; inhibition, % at 4 µM; actives 1.2% (n = 56,000);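 active = inhibition above the mean inhibition of all tested compounds plus 3 SD, cut at about 28% in these data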
S1P1 ag pot: S1P1 (human) agonism or agonism potentiation; P21453; S1P1 CRE-bla cells, forskolin, beta-lactamase FRET, potentiator mode; S1P1 agonist co-added at EC20, 2 nM; 100% = saturating reference agonist, 0% = basal; activation, % at 9.5 µM; actives 0.57% (n = 56,000);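 active = activation above a cutoff set at the mean activation of all tested compounds plus 3 SD, cut at about 54% in these data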;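 note: forskolin at 4 µM as EC80 and the EC20 agonist is SEW2871; 100% = SEW2871 at its EC100 plus forskolin at EC80; some compounds past the cut are filed as inactive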
* hit, by the source's call; nt = not tested or not shown. Random draw from the library; 8.9% or so of the library scored in one or more.

mol	M1 antagonist	5HT1a ag	5HT1E antag	5HT1a antag	M1 agonist	Jurkat viability	S1P1 ag pot	S1P3 ag	HTR1E agonist
Cc1cccc(NC(=O)CSc2nnc([C@@H]3CCCN3C(=O)OC(C)(C)C)o2)c1C	-0.064	-2.1	-11	5	0.11	-8	15	-0.9	0.7
CCC(c1ccccc1)c1nc(-c2ccccn2)no1 (configuration not stated)	-6*	-1.6	-7	-1	0.89	-1	-12	-0.5	0.0
CN(C)C(=O)C1(c2ccccc2)CCN(S(=O)(=O)c2ccccc2)CC1	0.57	1.6	8	13	0.97	3	-2	-1.5	-0.6
Cc1cc(C(=O)CSc2nnc(-c3ccccc3)n2C)c(C)n1C	0.55	1.0	-6	4	0.42	8	3	-1.2	0.9
CCOC(=O)c1[nH]c2c(c1C)C(=O)CC(c1ccc(N(C)C)cc1)C2 (configuration not stated)	0.035	-2.7	-3	14	0.035	1	17	-0.8	-0.5
COc1ccc2ccccc2c1CN1CCN(C(=O)c2ccccc2)CC1	0.77	1.3	-2	-9	-0.053	10	-32	-0.8	0.4
CCn1c(=O)cc(OCC(=O)NCCCN2CCN(c3cccc(Cl)c3)CC2)c2ccccc21	-2.4*	-3.6	-1	50*	0.44	6	-11	-1.0	7.6
Cn1c(=O)cc(OCC(=O)NCCCN2CCN(c3ccccc3F)CC2)c2ccccc21	-0.013	4.8	2	61*	0.0075	2	3	-1.0	5.7
O=C(CCCCCN1C(=O)CCC1=O)Nc1ncn[nH]1	0.031	-3.1	-3	-1	0.035	-3	-3	-0.6	-0.3
Fc1ccc(CN2CCCCCCC2)c(F)c1	0.8	-2.5	1	-2	-0.76	-2	-16	-0.8	0.0
COc1ccccc1NC(=O)c1sc2nc(-c3ccco3)ccc2c1N	1.6	-4.2	4	-5	11	-12	49	-0.3	0.3
COC(=O)C1ON2OC(C(=O)OC)C(C(=O)OC)C2C1CC(C)=O (configuration not stated)	-1.9	-3.0	0	14	-0.089	1	-8	0.0	-0.1
Cc1ccc(CN2CCNC(=O)C2CC(=O)O)o1 (configuration not stated)	-0.04	-2.4	4	8	0.93	-3	-5	0.1	0.6
CCOC(=O)C(NC(=O)CC)(Nc1ccc(S(=O)(=O)Nc2cc(C)on2)cc1)C(F)(F)F (configuration not stated)	-0.66	-3.3	-2	-11	0.01	-5	-18	-0.3	0.3
Cc1ccc(N2CCN(C(=O)CNS(=O)(=O)c3ccc(Br)s3)CC2C)cc1 (configuration not stated)	0.019	0.2	9	6	0.21	-2	15	2.6	-1.0
COc1ccc2c(c1OC)C(=O)N1c3cccc(Cl)c3C(=O)OC21 (configuration not stated)	-0.49	1.1	1	-10	0.017	-3	-24	-0.2	-0.2
CCc1nnc(NC(=O)Cc2ccc(OCc3c(C)noc3C)cc2)s1	-0.14	-0.6	0	-5	1.2	1	0	0.7	0.1
O=C(COc1ccc(Cl)cc1)OCC(=O)N1CCCCCC1	0.25	-0.6	-4	-8	-0.15	2	-15	-0.6	-0.4
Cc1cc(C)n(CCc2nc(-c3cc4ccccc4o3)cs2)n1	-0.57	-2.1	-6	8	-1.1	12	25	-0.3	-0.3
CCCn1c(NC(=O)C2COc3ccccc3O2)nc2ccccc21 (configuration not stated)	1.2	0.2	-15	15	-0.082	2	-6	-0.6	0.0
O=c1c2[nH]c3ccccc3c2ncn1CCN1CCOCC1	-0.13	-2.5	5	6	-0.5	-10	39	-0.4	1.1
COc1cc2c(cc1OC)C1=C(C#N)CN(C3CCCCC3)CN1CC2	-0.4	0.8	27	5	5.1*	2	-12	0.4	1.3
Cc1ccc(OCc2nnc(NC(=O)Cc3cccs3)s2)cc1	0.43	-2.9	3	2	-0.025	-3	9	-0.3	0.1
CCn1c(=O)c2cc(C(=O)NCc3cccs3)sc2c2ccccc21	0.8	-1.5	-3	6	-0.49	-4	-13	1.1	-0.3
C=CCNc1oc(-c2cccc3ccccc23)nc1C#N	-0.58	10	10	-4	0.45	4	-66	0.7	2.7

Two records picked at random from those above, as already listed:
mol	M1 antagonist	5HT1a ag	5HT1E antag	5HT1a antag	M1 agonist	Jurkat viability	S1P1 ag pot	S1P3 ag	HTR1E agonist
C=CCNc1oc(-c2cccc3ccccc23)nc1C#N	-0.58	10	10	-4	0.45	4	-66	0.7	2.7
CN(C)C(=O)C1(c2ccccc2)CCN(S(=O)(=O)c2ccccc2)CC1	0.57	1.6	8	13	0.97	3	-2	-1.5	-0.6

Next part
mol	M1 antagonist	5HT1a ag	5HT1E antag	5HT1a antag	M1 agonist	Jurkat viability	S1P1 ag pot	S1P3 ag	HTR1E agonist
CCOC(=O)N1CCN(C(=O)CN(c2ccc(OCc3ccccc3)cc2)S(C)(=O)=O)CC1	0.073	0.9	5	-2	0	-6	nt	-0.4	0.2
CCOc1ccc(NC2c3ccccc3C(=O)N2c2ccc(Cl)cn2)cc1 (configuration not stated)	-0.18	2.0	-7	-3	-0.56	-2	-8	-1.1	0.3
Cc1ccc(C)c(NC(=O)CSc2n[nH]c(-c3ccncc3)n2)c1	0.015	-1.6	0	5	0.79	-3	-13	0.1	-0.5
CCOC(=O)c1cccnc1SCc1cc(=O)n2ccccc2n1	-0.2	2.7	12	-4	-0.86	9	-28	1.2	0.3
CCC(=O)Nc1ccc(NC(=O)CSc2nnnn2C(C)C)cc1	0.63	-0.3	9	3	0.64	-10	-13	-0.5	-0.2
C=CCNc1nc(N)c(C(=O)c2ccc3c(c2)OCO3)s1	-0.69	-1.6	3	-6	-0.2	-4	-13	-1.6	0.7
CCc1n[nH]c2c1/C(=N\O)CC(c1ccccc1)C2 (configuration not stated)	-0.13	-1.3	3	-3	1.1	12	14	0.0	0.3
Cc1ccc(NC(=O)COS(=O)c2ccc(C)cc2)cc1 (configuration not stated)	-0.008	0.8	-1	0	0.28	5	2	-0.7	0.9
CCc1ccc(OCC(O)CN2CCN(c3ccccc3)CC2)cc1 (configuration not stated)	-0.82	5.0	18	27	0.42	8	8	-0.2	-0.7
Cc1c(C(=O)N2CCCCCC2)oc2ccccc12	-0.5	-1.0	-2	-5	-0.51	4	-6	0.5	-0.3
CCOc1ccc(C2c3c(oc4cc(C)c(C)cc4c3=O)C(=O)N2CCCN(C)C)cc1OC (configuration not stated)	0.082	-1.4	-4	7	-0.74	-4	-4	-0.8	-0.7
Cc1ccc(C)c(Cn2c(CN(C)Cc3ccccc3)nc3c2c(=O)n(C)c(=O)n3C)c1	0.23	0.1	8	19	0.21	-7	-31	-0.6	0.9
COCCCn1cnc2oc3nc4ccccc4nc3c2c1=O	-1.3	-4.3	-9	-9	0.021	4	-18	-0.8	1.0
O=C(Nc1nc(SCc2ccc(F)cc2)ns1)c1ccco1	-1	-0.3	11	18	0.66	0	13	-1.2	-0.7
COc1cccc(N2CCN(C(=O)C3C4C=CC5(CN(Cc6ccccc6Cl)C(=O)C35)O4)CC2)c1 (configuration not stated)	0.3	-1.5	4	-6	-1.4	nt	nt	nt	-1.4
Cc1ccccc1CS(=O)(=O)c1nnc([C@H](CC(C)C)NC(=O)OC(C)(C)C)o1	0.26	3.3	36*	39	1.8	19	59	-0.1	1.8
O=C(CN(c1ccc(F)cc1)S(=O)(=O)c1ccc2c(c1)OCCO2)NCC1CCCO1 (configuration not stated)	0.36	0.5	3	2	-0.4	-10	-9	-0.6	0.5
O=C(NCc1ccc(Cl)cc1)c1cc(-c2ccco2)on1	-0.34	-1.1	-1	3	0.26	-2	-31	0.9	-0.7
COc1ccc(C(=O)NCC(c2ccc(F)cc2)N2CCOCC2)cc1S(=O)(=O)N1CCCC1 (configuration not stated)	0.45	0.3	3	1	-1.1	5	-6	-0.4	0.0
O=C(NCCCO)c1ccc2[nH]c3ccccc3c2c1	-1.4	-2.9	-2	7	-0.65	-5	11	-0.4	-0.9
Cc1ccc(-n2c(N)c(C(=O)N3CCOCC3)sc2=S)c(C)c1	0.9	-2.7	-1	14	-0.014	-2	6	-0.8	-0.7
CCOC(=O)c1cnc(SCC(=O)Nc2ccc(NC(C)=O)c(OC)c2)nc1N	-0.00065	-1.6	-11	-4	-0.38	-4	0	-0.7	2.5
Cc1ccccc1-n1c(=O)c2ccccc2n2c(=O)[nH]nc12	1.5	-0.1	18	2	-0.86	3	-15	-0.5	-0.1
CCOc1ccc(-c2nnc3sc(COc4ccc(C)cc4)nn23)cc1	0.0024	0.5	8	0	0.3	-3	-34	0.2	1.4
COc1ccc(OC)c(C2C(C(=O)c3ccc(C)o3)=C(O)C(=O)N2CCCN2CCOCC2)c1 (configuration not stated)	1.2	-1.2	7	3	0	2	nt	-0.9	0.3
Cc1nnc(SCC(=O)N2c3ccccc3Sc3ccccc32)n1N	0	-2.8	-7	4	3.2	1	-5	2.5	0.0
CCN(CC)C(=O)CSC1=C(C#N)C(c2ccco2)C(C(=O)OCCOC)=C(C)N1 (configuration not stated)	-0.72	2.2	-12	nt	-0.26	nt	-1	-0.8	-0.3

Three consecutive compounds from above, quoted:
mol	M1 antagonist	5HT1a ag	5HT1E antag	5HT1a antag	M1 agonist	Jurkat viability	S1P1 ag pot	S1P3 ag	HTR1E agonist
CCOc1ccc(C2c3c(oc4cc(C)c(C)cc4c3=O)C(=O)N2CCCN(C)C)cc1OC (configuration not stated)	0.082	-1.4	-4	7	-0.74	-4	-4	-0.8	-0.7
Cc1ccc(C)c(Cn2c(CN(C)Cc3ccccc3)nc3c2c(=O)n(C)c(=O)n3C)c1	0.23	0.1	8	19	0.21	-7	-31	-0.6	0.9
COCCCn1cnc2oc3nc4ccccc4nc3c2c1=O	-1.3	-4.3	-9	-9	0.021	4	-18	-0.8	1.0

Bioassay records (PubChem BioAssay)
